From PubChem
RGS4 act = RGS4 potentiation or activation; 310,000 tested, 0.92% active; HEK293 M3R/inducible RGS4, carbachol calcium flux Fluo4; stronger effect = lower value; B-score at 10 µM; AID 463111;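 active = B-score of the integrated calcium signal more than 4 SD below the library mean, with starting fluorescence not abnormally high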;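 also: negative B-score means reduced calcium response which marks RGS4 activation or potentiation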
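Material: Inducible-RGS4 HEK293 cells carrying M3 receptor; also added: carbachol at ECmax as muscarinic agonist stimulus; incubation: compound preincubation 20 min at room temperature before agonist; signal: Fluo4-AM (2 µM) calcium-flux fluorescence, kinetic read; measure: integrated calcium ratio converted to B score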
GSK3B inh = human GSK3beta kinase inhibition. activity score (negative = inhibition), % at 10 µM. 300,000 tested, 0.038% active. P49841. GST-GSK3beta kinase, ADP-Glo luminescence, 60 min; stronger effect = lower value;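 active = more than half of replicate wells score below -50%, meaning over 50% inhibition versus plate controls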;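 also: 0% = median DMSO wells and -100% = median GW8510 positive control wells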
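Test system: GST-fused GSK3beta enzyme, cell-free | Quantity: 1.6 ng GST-GSK3beta enzyme per well | Reagent: 25 µM ATP with peptide substrate | Schedule: 60 min enzyme reaction, room temperature | Signal: Luminescent ADP-Glo measurement of ADP formed | Read-out basis: Score relative to plate controls | Control set: DMSO and 20 µM GW8510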
KCNK3 block = human KCNK3 channel inhibition, primary screen; B-score at 10 µM; 340,000 tested, 0.84% active; AID 602410; O14649; CHO-KCNK3 thallium flux, FluxOR fluorescence; stronger effect = lower value;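 active = B-score under library mean minus 4 SD, starting fluorescence ratio at most library mean plus 5 SD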;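 also: more negative B-score means stronger inhibition of thallium flux through KCNK3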
GSK3A inh = inhibitors of human GSK-3 alpha kinase; P49840; ADP-Glo luminescence, 60 min; inhibition, % at 10 µM; 320,000 tested, 0.1% active; AID 2650;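 in the data active = inhibition above about 50%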;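 also: GST-tagged GSK-3 alpha with peptide substrate and 25 µM ATP; 0% = DMSO neutral wells and 100% = GW8510 positive control wells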
PolyA inh = blocks polyadenylation in yeast reporter cells. S. cerevisiae SKY197-pL101 polyadenylation reporter, beta-gal luminescence; efflux-impaired pdr1/pdr3 knockout yeast; score 100 = 6 SD above DMSO. AID 1875. calls only at 12 µM. 300,000 tested, 0.02% active;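 active = lowest replicate activity score at least 50, where 100 means six control SD above control mean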;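 also: yeast exposed to compound for 9 h at 30 °C; higher score means more reporter readthrough which indicates perturbed polyadenylation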
RGS4 block = inhibitors of human RGS4; HEK293 M3R/RGS4 inducible, Fluo-4 calcium flux; stronger effect = higher value; triggered by carbachol at its EC20; B-score at 10 µM; AID 463165; P49798; 310,000 tested, 0.45% active;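 active = B-score, a plate-corrected calcium signal, over three deviations above library mean, with baseline fluorescence within five deviations of library mean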;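 also: RGS4 expression induced by doxycycline in cells with stable M3 receptor; B-score is computed from the integrated fluorescence ratio over baseline after carbachol; higher B-score means a larger calcium signal and so more RGS4 inhibition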
KCNQ1 block = blocks the human KCNQ1 potassium channel; AID 2642; 310,000 tested, 1.3% active; B-score at 10 µM; CHO-K1 KCNQ1, FluxOR thallium flux fluorescence; stronger effect = higher value;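 active = compounds whose thallium flux B-score, printed positive for inhibition, exceeds three library SD while starting fluorescence stays within three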;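 also: channel opened by potassium depolarization with thallium stimulus after 20 min compound exposure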
hERG rescue = hERG (human) protection from proarrhythmic block. Q12809. CHO-hERG, FluxOR thallium flux, dofetilide IC70 present. activation (rescue from dofetilide block), less the hit threshold, % at 10 µM. 310,000 tested, 0.51% active;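 active = activation above the mean of controls blocked by dofetilide plus 5 SD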;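 also: thallium influx through hERG after potassium depolarization seen as dye fluorescence rise; in these data hits start at about 4.7%; inactives centre near -7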
Target sequence (Q12809 whole entry, looked up): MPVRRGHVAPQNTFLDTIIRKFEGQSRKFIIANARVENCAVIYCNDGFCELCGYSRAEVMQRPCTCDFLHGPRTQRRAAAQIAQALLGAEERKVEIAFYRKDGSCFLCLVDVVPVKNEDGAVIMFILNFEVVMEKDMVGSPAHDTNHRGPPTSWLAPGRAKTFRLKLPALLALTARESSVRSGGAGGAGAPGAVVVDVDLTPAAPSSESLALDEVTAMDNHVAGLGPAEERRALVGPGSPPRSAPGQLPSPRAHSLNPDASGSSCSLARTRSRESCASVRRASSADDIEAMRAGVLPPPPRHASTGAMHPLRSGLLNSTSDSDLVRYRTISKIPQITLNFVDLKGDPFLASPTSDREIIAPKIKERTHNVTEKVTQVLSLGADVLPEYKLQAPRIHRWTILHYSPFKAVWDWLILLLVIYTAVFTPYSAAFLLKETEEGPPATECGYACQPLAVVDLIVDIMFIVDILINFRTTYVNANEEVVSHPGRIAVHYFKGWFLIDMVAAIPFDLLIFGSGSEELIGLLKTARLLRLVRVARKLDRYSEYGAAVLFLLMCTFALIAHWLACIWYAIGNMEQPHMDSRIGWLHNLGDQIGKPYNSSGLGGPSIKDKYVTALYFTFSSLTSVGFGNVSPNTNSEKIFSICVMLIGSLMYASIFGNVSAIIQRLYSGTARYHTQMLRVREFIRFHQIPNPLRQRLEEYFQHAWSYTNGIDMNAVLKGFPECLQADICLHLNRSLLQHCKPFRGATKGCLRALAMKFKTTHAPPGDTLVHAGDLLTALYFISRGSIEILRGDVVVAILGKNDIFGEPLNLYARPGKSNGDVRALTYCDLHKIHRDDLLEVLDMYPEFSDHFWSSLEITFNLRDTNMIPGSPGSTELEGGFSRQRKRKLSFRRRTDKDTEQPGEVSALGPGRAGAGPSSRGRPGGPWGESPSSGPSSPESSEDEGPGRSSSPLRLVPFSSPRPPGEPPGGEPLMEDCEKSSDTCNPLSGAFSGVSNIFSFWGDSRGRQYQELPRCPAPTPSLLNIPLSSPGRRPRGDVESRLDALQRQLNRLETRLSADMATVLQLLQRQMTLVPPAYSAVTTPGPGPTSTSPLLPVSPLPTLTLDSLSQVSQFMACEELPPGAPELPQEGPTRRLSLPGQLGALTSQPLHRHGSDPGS
DYRK1A inh = blocks rat Dyrk1A kinase activity | ADP-Glo luminescence, NFATc1 peptide | inhibition, % at 12.5 µM | 310,000 tested, 0.43% active | AID 504441; in the data active = inhibition above about 50%;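 also: plate controls were vehicle with enzyme for no effect and no enzyme for full effect; many of its hits are not listed in these tables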
KCNK9 inh = inhibitors of human KCNK9 two-pore domain potassium channel; 310,000 tested, 1.2% active; Q9NPC2; HEK293 KCNK9, FluxOR thallium flux fluorescence; stronger effect = lower value; B-score at 10 µM;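 active = ratio B-score over 3 SD below the library mean, with starting fluorescence within 5 SD of its mean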;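 also: negative B-score means less thallium flux so channel inhibition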
KCNQ1 pot = potentiates or activates the human KCNQ1 potassium channel. 310,000 tested, 0.35% active. CHO-K1 KCNQ1, thallium flux FluxOR fluorescence; stronger effect = higher value. P51787. B-score at 10 µM;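 active = fluorescence ratio B-score, a plate-corrected score, at least three library SD, with initial intensity B-score within 5 SD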
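Schedule – 37 °C overnight plating, 90-min dark dye load, 20-min compound pretreatment · System – stable KCNQ1 CHO-K1 line · Probe or stimulus – thallium- and potassium-containing depolarizing buffer · Measured by – kinetic FluxOR fluorescence, 10 s baseline plus 110 s post-stimulus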
An asterisk follows results filed as active; i = inactive; . = no result given. Some of the compounds tested; rates above refer to the full screens.

1: CN(C)NC(=S)Nc1cccc(C(F)(F)F)c1
2: CCOc1ccc(NC(=O)NNC(=O)C2CCC(C(C)(C)C)CC2)cc1 (stereo not given)
3: Cc1ccc(-c2nnn(CC(=O)N(CCCO)C(C(=O)NC3CCCC3)c3ccc(Cl)cc3)n2)o1 (stereo not given)
4: COc1ccc2sc(C)[n+](C)c2c1
5: CC(C)OC(=O)n1c(=S)oc2ccccc21
6: CC(C)CC(NC(=O)CC12CC3CC(CC(C3)C1)C2)C(=O)NC1=NCCS1 (stereo not given)
7: CCOC(=O)Cn1c(S(=O)(=O)Cc2ccc(Cl)cc2)nc(-c2ccccc2)c1-c1ccccc1
8: O=C1S/C(=C/c2ccccc2)C(=O)N1CC(O)Cn1c2ccccc2c2ccccc21 (stereo not given)

Compound	1	2	3	4	5	6	7	8
DYRK1A inh	.	3	4	-2	-2	-4	0	1
KCNK3 block	i	i	i	i	i	i	i	i
hERG rescue	-9	-16	-7	4.6*	-3	-10	-12	-3
GSK3B inh	0	2	-4	-1	-1	2	3	2
RGS4 block	i	i	i	i	i	i	i	i
PolyA inh	i	i	.	i	i	i	i	i
RGS4 act	i	i	i	i	i	i	i	i
KCNQ1 block	i	i	i	i	i	i	i	i
GSK3A inh	-2	-1	-2	-1	2	-4	-3	0
KCNK9 inh	i	i	i	i	i	i	-6.8*	i
KCNQ1 pot	i	i	i	i	i	i	i	i

9: Cc1cc(N2CCCCC2)n2ncc(-c3ccccc3)c2n1
10: O=C(CSc1ccccn1)Nc1ccc(Cl)c([N+](=O)[O-])c1
11: O=C(NCc1ccccc1)c1ccc(Cl)cc1[N+](=O)[O-]
12: CC1=C(C(=O)Nc2ccc(C)cc2C)C(c2ccc([N+](=O)[O-])cc2)n2ncnc2N1 (stereo not given)
13: O=C(c1ccc(Oc2ccc(C(F)(F)F)cc2[N+](=O)[O-])cc1)N1CCOCC1
14: OC(CSc1c(Cl)cccc1Cl)CN1CCN(c2ccc(F)cc2)CC1 (stereo not given)
15: CCCC(=O)Nc1cccc(-c2cn3ccsc3n2)c1
16: Cc1[nH]n(-c2ccccc2)c(=O)c1C=Nc1ccc(S(=O)(=O)Nc2nccs2)cc1

Compound	9	10	11	12	13	14	15	16
DYRK1A inh	18	.	-1	-4	1	-2	2	6
KCNK3 block	i	i	i	i	i	i	i	i
hERG rescue	-4	-9	-12	-6	-10	-23	-6	-13
GSK3B inh	4	-2	0	-1	3	.	-3	3
RGS4 block	i	i	i	i	i	i	i	i
PolyA inh	i	i	i	i	i	i	i	i
RGS4 act	-8.1*	i	i	i	i	i	i	i
KCNQ1 block	i	i	i	i	i	i	i	i
GSK3A inh	-4	1	.	0	2	-8	.	-4
KCNK9 inh	i	i	i	i	i	i	i	i
KCNQ1 pot	i	i	i	i	i	i	i	i

17: CC(=O)Nc1cccc(-c2nnc(-c3ccccc3)o2)c1
18: Cn1ncc(Cl)c1C(=O)N1CCN(c2ccccc2)CC1
19: O=C1CC(c2ccccc2)c2cc(O)ccc2O1 (stereo not given)
20: Cc1ccccc1CS(=O)(=O)Cc1ccc(C(=O)NCC2CCCO2)o1 (stereo not given)
21: CCn1c(/N=C/c2ccccc2O)nc2ccccc21
22: CCCCOc1ccc(NC(=O)CSc2nnnn2C)cc1
23: O=C1CC(=C(c2ccccc2)c2ccccc2)C(=O)N1CCCN1CCN(c2cccc(Cl)c2)CC1
24: CCCN(Cc1nnc(-c2ccccc2Cl)o1)C(=O)c1oc2ccccc2c1C

Compound	17	18	19	20	21	22	23	24
DYRK1A inh	5	3	0	0	6	0	1	-3
KCNK3 block	i	i	i	i	i	i	i	i
hERG rescue	-14	-16	-13	-8	-5	-2	-21	-14
GSK3B inh	0	-3	3	1	-3	3	4	1
RGS4 block	i	i	i	i	i	i	i	i
PolyA inh	i	i	i	i	.	i	i	i
RGS4 act	i	i	i	i	i	i	i	i
KCNQ1 block	i	i	i	i	i	i	i	6*
GSK3A inh	-6	3	0	2	0	-1	0	1
KCNK9 inh	i	i	i	i	i	i	i	i
KCNQ1 pot	i	i	i	i	i	i	i	i

25: CN(C)CCNC(=O)c1ccc(-c2nn(C)c(=O)c3ccccc23)cc1
26: COc1ccc(N2C(=O)CCC(C(=O)c3ccccc3)=C2C)cc1
27: NNc1nc(-c2ccccc2)cc(-c2ccc(Br)cc2)n1
28: COCCNC(=O)CSc1nccn1Cc1ccc2c(c1)OCO2
29: OCCc1ccc(O)c(-n2nc3ccccc3n2)c1
30: COCC(=O)Nc1c(C(=O)N2CCCC2)oc2ccccc12
31: O=C(COC(=O)CCC1CCCCC1)Nc1ccc(OC(F)F)cc1
32: CC(C)(C)c1ccc(CS(=O)(=O)CC2(O)CCN(C(=O)c3cccc(C(F)(F)F)c3)CC2)cc1

Compound	25	26	27	28	29	30	31	32
DYRK1A inh	15	23	-2	.	-6	1	1	4
KCNK3 block	i	i	i	i	i	i	i	i
hERG rescue	-16	-17	-13	-15	-2	-4	-13	-4
GSK3B inh	0	-2	1	-3	-2	2	1	4
RGS4 block	i	i	i	i	i	i	i	i
PolyA inh	i	i	i	i	i	i	i	i
RGS4 act	i	i	i	i	i	i	i	i
KCNQ1 block	i	i	i	i	i	i	i	i
GSK3A inh	10	0	-5	-1	7	1	-1	0
KCNK9 inh	i	i	i	i	i	i	i	i
KCNQ1 pot	i	i	i	i	i	i	i	i

33: CCN(CC)CCNC(=O)c1cc(Sc2nnc(C)s2)nc2ccccc12
34: CCCOc1ccc(N2C(=O)CC(NCC(=O)OCC)C2=O)cc1 (stereo not given)
35: Cc1cccc(OCCOC(=O)c2c(-c3ccccc3)noc2C)c1
36: Cc1ccc(NC(=O)CSCC(=O)NNC(=O)c2ccoc2C)cc1
37: COc1ccc(CCn2c(=N)c(C(=O)NCc3ccco3)cc3c(=O)n4cccc(C)c4nc32)cc1
38: CCCCCCCCCCCCN1C(=O)CSC1c1cccnc1 (stereo not given)
39: O=C(CCC(=O)c1ccc(Br)cc1)Nc1ccc(F)cc1
40: Cc1cc(/C=C2/NC(=O)N(Cc3ccccc3F)C2=O)c(C)n1C

Compound	33	34	35	36	37	38	39	40
DYRK1A inh	0	.	-2	-4	7	6	-4	-1
KCNK3 block	i	i	-13*	i	i	-18*	i	i
hERG rescue	-5	-7	-7	-11	-20	-4	-6	-1
GSK3B inh	3	-1	-1	1	0	1	1	0
RGS4 block	i	i	i	i	i	i	i	i
PolyA inh	i	i	i	i	i	i	i	i
RGS4 act	i	i	i	i	i	-10*	i	i
KCNQ1 block	i	i	i	i	i	9*	i	i
GSK3A inh	2	0	3	-1	4	-4	-1	-3
KCNK9 inh	i	i	i	i	i	i	i	i
KCNQ1 pot	i	i	i	i	i	i	i	i

41: Cn1c(Cn2c(=O)sc3ccccc32)nnc1SCC(=O)N1CCN(c2ccccc2)CC1
42: COC(=O)CSc1ncnc2c(C)csc12
43: COc1ccccc1NC(=O)Nc1nc(CC(=O)Nc2ccc(N(C)C)cc2)cs1
44: Cc1ccc(C(=O)Nc2ccc(CN3CCCCC3)cc2)c(C)c1
45: COC(=O)CC1C(=O)NCCN1C(=O)c1ccc([N+](=O)[O-])cc1 (stereo not given)
46: NC(=O)CC(NC(=O)Cc1ccc(Cl)cc1)c1ccc(NCCOc2ccccc2)c([N+](=O)[O-])c1 (stereo not given)
47: CCc1cc2cc(C(=O)Nc3ccccc3F)sc2s1
48: Cc1[nH]n(C2=NCCS2)c(=O)c1N=Nc1ccccc1

Compound	41	42	43	44	45	46	47	48
DYRK1A inh	-1	.	-3	2	2	-8	-1	3
KCNK3 block	i	i	i	i	i	i	i	i
hERG rescue	-6	-6	-19	-7	-6	-8	-6	-16
GSK3B inh	0	5	1	2	1	0	-5	0
RGS4 block	i	i	i	i	i	i	i	i
PolyA inh	i	i	i	i	i	i	i	i
RGS4 act	i	i	i	-8.5*	i	i	i	i
KCNQ1 block	i	i	i	i	i	i	i	i
GSK3A inh	.	-1	1	0	-1	-3	0	6
KCNK9 inh	i	i	i	i	i	i	i	-12*
KCNQ1 pot	i	i	i	i	i	i	i	i

Rewritten with two lines to a compound: entries from further up.
The line under a structure holds: DYRK1A inh | KCNK3 block | hERG rescue | GSK3B inh | RGS4 block | PolyA inh | RGS4 act | KCNQ1 block | GSK3A inh | KCNK9 inh | KCNQ1 pot
#43 COc1ccccc1NC(=O)Nc1nc(CC(=O)Nc2ccc(N(C)C)cc2)cs1
    -3 | i | -19 | 1 | i | i | i | i | 1 | i | i
#44 Cc1ccc(C(=O)Nc2ccc(CN3CCCCC3)cc2)c(C)c1
    2 | i | -7 | 2 | i | i | -8.5* | i | 0 | i | i
#45 COC(=O)CC1C(=O)NCCN1C(=O)c1ccc([N+](=O)[O-])cc1 (stereo not given)
    2 | i | -6 | 1 | i | i | i | i | -1 | i | i

3 compounds from above, limited to KCNK3 block and KCNQ1 pot.
No.	molecule	KCNK3 block	KCNQ1 pot
41	Cn1c(Cn2c(=O)sc3ccccc32)nnc1SCC(=O)N1CCN(c2ccccc2)CC1	i	i
42	COC(=O)CSc1ncnc2c(C)csc12	i	i
43	COc1ccccc1NC(=O)Nc1nc(CC(=O)Nc2ccc(N(C)C)cc2)cs1	i	i

The results go on.
49: CCOc1ccc(NCc2nnc(SCc3ccc(Cl)cc3)n2-c2ccccc2)cc1
50: COc1ccc(CCNC(=O)CN(Cc2ccc(Cl)cc2)S(C)(=O)=O)cc1
51: COc1ccc(CCNc2oc(-c3ccccc3OC)nc2C#N)cc1OC
52: Fc1cc(Cl)ccc1NC1=NCCCCC1
53: Cc1cc(C(=O)NCc2cc(C)n(C)n2)sc1-c1ccccc1
54: O=C(O)C1=C[C@@H](c2csc3ccccc23)C[C@@H](OCc2ccc(CO)cc2)O1

Compound	49	50	51	52	53	54
DYRK1A inh	1	.	7	-3	5	-18
KCNK3 block	i	i	i	i	i	i
hERG rescue	-3	-4	-18	-3	-19	-10
GSK3B inh	-1	1	1	-1	1	0
RGS4 block	i	i	i	i	i	i
PolyA inh	i	i	i	i	i	i
RGS4 act	i	i	i	i	i	i
KCNQ1 block	i	i	i	i	i	i
GSK3A inh	-2	1	0	-1	-1	-4
KCNK9 inh	i	i	i	i	i	i
KCNQ1 pot	i	i	i	i	i	i
